# MPTP block: inhibitors of mitochondrial permeability transition pore; isolated mouse mitochondria, Ca2+ swelling absorbance, 30 min; inhibition, % at 10 µM; hit rate 1.4% among 360,000;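 active = inhibition of 50% or more, scaled per plate between neutral and stimulator controls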;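 note: 0% = DMSO wells given calcium and 100% = 1 mM EGTA wells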
# EBI2 antag: antagonists of human EBI2 receptor; hit rate 0.81% among 360,000; inhibition, % at 5 µM; EBI2 beta-arrestin recruitment, luminescence, 7a,25-OHC stimulated; in the data active = inhibition above about 38%;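 note: enzyme fragment complementation signal reports receptor beta-arrestin coupling in cells; 0% = agonist plus DMSO wells and 100% = wells without agonist; some results beyond the cut were filed as inactive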
# Target sequence (P32249 whole entry, looked up, the tested form may be a part): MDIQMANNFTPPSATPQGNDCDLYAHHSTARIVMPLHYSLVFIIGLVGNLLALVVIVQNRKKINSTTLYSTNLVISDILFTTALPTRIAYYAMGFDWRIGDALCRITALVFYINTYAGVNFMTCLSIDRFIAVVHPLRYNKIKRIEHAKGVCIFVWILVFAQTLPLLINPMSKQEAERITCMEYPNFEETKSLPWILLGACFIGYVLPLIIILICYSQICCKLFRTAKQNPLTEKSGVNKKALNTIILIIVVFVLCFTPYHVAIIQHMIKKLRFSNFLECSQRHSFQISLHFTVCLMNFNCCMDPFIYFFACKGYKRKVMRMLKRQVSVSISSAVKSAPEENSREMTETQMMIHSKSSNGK
# Gli-Sufu antag: blocks Gli-Sufu signaling in a luciferase reporter; inhibition, % at 5 µM; hit rate 0.74% among 340,000; AID 588413; Sufu-KO-LIGHT fibroblasts, Gli luciferase reporter luminescence;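 active = inhibition above about 55%, limit read from the data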;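 note: 0% = DMSO-treated cells and 100% = wells with medium but no cells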
# CCR6 antag: CCR6 (human) receptor antagonism. P51684. CHO-K1 CCR6 PathHunter beta-arrestin, luminescence, CCL20-stimulated. inhibition, % at 20 µM. hit rate 0.49% among 340,000;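 active = compounds whose inhibition of the agonist-driven luminescence signal at 20 µM reaches about 50%, limit read from the data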;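 note: cells stimulated with CCL20 at 14 nM final; plate controls were DMSO with CCL20 for no effect and DMSO without agonist for full effect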
# A3A deaminase: inhibitors of human APOBEC3A DNA deaminase; recombinant A3A, FAM/TAMRA ssDNA deamination fluorescence; inhibition, % at 20 µM; hit rate 0.41% among 330,000;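 active = at least 40% inhibition at 20 µM here, with at most 30% in a related deaminase screen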;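 note: plate controls were A3A with DMSO for no effect and wells lacking A3A enzyme for full effect; some results filed as inactive read as strong as hits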
# Target sequence (P31941 whole entry, looked up): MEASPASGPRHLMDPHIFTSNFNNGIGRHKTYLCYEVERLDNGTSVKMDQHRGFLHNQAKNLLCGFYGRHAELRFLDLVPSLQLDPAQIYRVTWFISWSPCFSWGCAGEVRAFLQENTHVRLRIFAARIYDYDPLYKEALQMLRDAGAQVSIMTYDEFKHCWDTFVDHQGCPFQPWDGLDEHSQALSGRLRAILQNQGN
# CXCR6 inh: CXCR6 (human) receptor inhibition; CHO-K1 PathHunter CXCR6 beta-arrestin, luminescence; inhibition, % at 20 µM; hit rate 0.36% among 360,000; AID 602244; in the data active = inhibition above about 34%, passing the limit was not always enough;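 note: antagonist mode with CXCL16 agonist at 10 nM final; 0% = 10 nM CXCL16 with DMSO and 100% = unstimulated wells without agonist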
# Target sequence (O00574 whole entry, looked up): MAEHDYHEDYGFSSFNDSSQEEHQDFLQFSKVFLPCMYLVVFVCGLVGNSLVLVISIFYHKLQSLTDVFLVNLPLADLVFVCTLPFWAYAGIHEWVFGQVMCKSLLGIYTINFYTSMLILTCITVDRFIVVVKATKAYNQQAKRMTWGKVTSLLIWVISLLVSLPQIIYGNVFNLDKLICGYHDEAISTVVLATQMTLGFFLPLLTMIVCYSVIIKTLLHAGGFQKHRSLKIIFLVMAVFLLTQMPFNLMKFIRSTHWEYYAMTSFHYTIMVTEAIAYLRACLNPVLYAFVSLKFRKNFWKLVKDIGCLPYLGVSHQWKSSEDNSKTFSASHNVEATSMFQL
# APOBEC3G inh: APOBEC3G (human) deaminase inhibition. Q9HC16. recombinant A3G, ssDNA deamination FAM/TAMRA fluorescence. inhibition, % at 20 µM. hit rate 0.28% among 330,000;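 active = inhibition of at least 40% at 20 µM, with no more than 30% in the related APOBEC3A deaminase screen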;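 note: plate controls were DMSO wells with A3G for no effect and wells lacking A3G enzyme for full effect; some compounds called inactive have numbers as strong as hits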
# NR3A LBD binder: modulates the human NR3A ligand-binding domain | NR3A LBD differential scanning fluorimetry, Tm shift; 0% = protein alone, 100% = glycine-bound protein | hit rate 2.5% among 340,000 | Tm shift relative to glycine control, % at 25 µM;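 active = melting temperature shift of at least 10% of the positive control shift, at one fixed dose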
# * marks the source's active call; other numbers are inactive results; nt = not tested or not shown.
SMILES,MPTP block,EBI2 antag,Gli-Sufu antag,CCR6 antag,A3A deaminase,CXCR6 inh,APOBEC3G inh,NR3A LBD binder
Nc1nc(C(c2ccccc2)c2ccccc2)cs1,1.9,15.1,-8.3,8.4,-2.9,5.8,-10.9,-3.4
CCn1c(CNc2ccc(C(=O)O)cc2)nc2ccccc21,-0.9,-5.2,-0.2,4.2,-2.0,-4.8,-5.5,-1.1
CCCc1nnc(NC(=O)C(=O)NCCN(CC)CC)s1,2.2,-8.1,0.2,-9.1,nt,0.7,nt,0.4
Cn1ncc(Br)c1C(=O)NC1CCCCC1,1.0,-4.3,46.7,11.6,-3.3,-5.0,-16.2,-0.1
CN(C)c1ccc(C(=O)NNC(=O)c2ccc(Cl)cc2)cc1,1.3,11.3,-3.0,9.2,-1.5,-6.2,-8.8,-2.4
Cc1ccc(CNS(=O)(=O)c2ccc(C)s2)cc1,0.0,4.5,4.9,8.2,-5.9,7.1,-2.2,0.3
CCN1C(=O)[C@H]2[C@H]3CN=C(SCC4CC4)N3[C@@](CC)(C(=O)OC)[C@H]2C1=O,1.6,-3.3,2.2,1.7,23.7,1.9,4.1,0.3
CCOC(=O)c1c(-c2ccccc2)csc1NC(=O)/C(C#N)=C/c1ccc(OC)c(OC)c1,1.1,19.6,-8.6,-2.9,-1.7,0.4,-7.6,-1.5
Cc1cc(O)c(C)c(O)c1/C=N/NC(=O)c1cccnc1,1.1,0.1,6.1,8.1,-0.8,3.1,-5.3,-8.2
O=C(O)c1ccc(NC(=S)NCc2ccccc2)cc1,-0.9,-5.4,4.2,-14.7,-8.1,1.2,-6.9,0.1
COC(=O)c1ccc(/C=N/OCC(=O)NC2CCCCCCC2)cc1,0.2,44.0,5.8,7.0,-2.9,-3.2,-1.6,2.1
O=C(O)C1C2OC3C(OC(=O)C31)C2Br (centres undefined),-1.3,-5.7,-1.2,-1.6,nt,-6.2,nt,2.0
CCOc1cc(C(=O)Nc2ccc(C)cc2C)ccc1OCC(=O)N1CCCCC1,-5.2,-1.7,9.0,-4.6,0.7,2.6,-6.7,-1.2
O=C(Cn1cnc2ccccc21)Nc1ccc(C(=O)O)cc1,0.4,0.4,-4.1,16.2,-0.1,-4.9,-0.2,0.1
CCC(Cc1ccccc1)NS(=O)(=O)c1c(C)nc2scc(C)n2c1=O (centres undefined),0.6,-5.7,-9.7,0.6,0.2,-4.3,-0.1,0.4
CC(=O)c1c(C)[nH]c(C(=O)CSc2nc3ccccc3c(=O)n2CCCN2CCOCC2)c1C,1.7,-13.3,-8.5,-0.6,0.3,1.8,-2.0,0.9
CCN(CC)C(=O)[C@H]1CC(CC(=O)NCCCN(C)C)C(=O)N2CCc3c([nH]c4ccccc34)[C@]12C (some centres undefined),5.1,-3.2,0.9,-2.8,-8.3,-11.1,-7.7,-0.3
O=C1c2ccccc2C(=O)c2[nH]c(=O)[nH]c21,1.1,-8.4,15.1,11.9,11.7,-3.7,24.2,0.8
N#Cc1c(-c2ccccc2)ccn(Cc2ccccc2Cl)c1=O,-2.3,4.8,3.0,17.1,-3.9,5.9,-7.9,-0.1
COc1ccc(C2CC(=O)Oc3ccc(OC)cc32)cc1 (centres undefined),-1.9,-8.3,3.8,14.5,3.0,7.2,1.1,6.0
CCn1c(=O)c(C(=O)CN(C)Cc2cccc(OC)c2OC)c(N)n(Cc2ccccc2)c1=O,-2.8,-1.5,0.1,4.1,-4.1,-3.2,-6.5,-0.4
O=C(CC1C(=O)NCCN1CC1CCCCC1)NCc1ccc(F)cc1 (centres undefined),-0.2,9.0,2.7,-10.6,-8.8,-5.9,-11.2,-0.9
CN1C(=O)NC(c2ccccc2)C2=C1CN(Cc1ccco1)C2=O (centres undefined),0.0,3.0,-1.9,15.5,0.5,-0.7,-0.8,0.3
CCOC(=O)C1CCN(C(=O)c2cccc(NC3=NC4CS(=O)(=O)CC4S3)c2)CC1 (centres undefined),-1.6,-1.1,0.8,-3.5,-2.4,4.2,-5.3,0.5
CCOc1ccc(C(=O)CCNC(Cc2cnc[nH]2)C(=O)O)cc1 (centres undefined),-0.7,4.0,-2.3,-5.0,-1.7,1.1,-2.2,nt
O=C(COC(=O)C1COc2ccccc2O1)NC1CCCCC1 (centres undefined),-1.7,-0.8,-1.0,1.6,2.3,0.1,-1.1,2.6
Cc1cc(C)cc(NC(=O)COC(=O)CN=C2NS(=O)(=O)c3ccccc32)c1,0.0,1.8,-6.7,-11.7,-1.6,3.9,-14.7,-2.3
Cc1ccccc1OCCN1CCC(Cc2ccccc2)CC1,15.6,1.4,8.4,1.1,-0.5,-0.2,-2.2,1.5
COC(=O)c1ccccc1NS(=O)(=O)c1ccc2[nH]c(=O)[nH]c2c1,1.1,4.6,20.7,8.4,3.2,-2.3,-7.2,-1.2
O=S1(=O)N[C@@H](CC2CCCCC2)COc2cc(Br)ccc21,-0.3,7.4,-8.1,12.0,2.2,-4.9,2.2,-6.5
COC(=O)c1cc(=O)n(-c2c(Cl)cc(C(F)(F)F)cc2Cl)[nH]1,0.7,7.1,5.8,14.8,-4.2,1.6,-4.3,2.0
COc1cc(NS(=O)(=O)c2ccc(NC(=S)NC(=O)COc3ccccc3OC)cc2)nc(OC)n1,-1.3,1.3,-6.7,13.9,2.5,10.1,11.1,-5.8
CCOC(=O)C(CC)Sc1nnc2n1C(C)(C)Cc1ccccc1-2 (centres undefined),2.8,7.9,4.3,6.7,2.0,8.7,-7.1,-1.7
CC(NC(=O)c1ccnn1C)C1CCCO1 (centres undefined),-0.2,1.9,-3.0,2.5,-5.0,-3.5,-7.6,1.8
Cc1ccc(-n2nccc2-c2nn(-c3cccc(C(F)(F)F)c3)c(=O)n(C)c2=O)cc1,1.2,3.1,5.0,8.1,3.6,1.2,0.1,-1.8
O=C(CCN1C(=O)C2CC=C(Cl)CC2C1=O)NC1CCCCC1 (centres undefined),-0.3,2.3,-0.1,-3.0,0.0,-1.4,0.6,-0.3
Cc1ccccc1S(=O)(=O)NC1OC(=O)C(Oc2ccccc2)=C1Br (centres undefined),-0.2,-2.1,-6.6,7.0,1.8,-0.6,-8.6,1.9
COC(=O)Cc1c(C)c2ccc(OCC(=O)NC3CCS(=O)(=O)C3)cc2oc1=O (centres undefined),-1.4,-1.8,-0.8,11.7,0.7,-2.8,-0.9,-1.1
COCCCNC(=O)/C(C#N)=c1\s/c(=C\c2ccccc2OC(F)F)c(=O)n1CCCOC,0.3,-0.1,10.7,8.5,-0.2,2.8,-3.3,-7.2
CCCn1c(=N)c(C(=O)NC2CCCC2)cc2c(=O)n3cccc(C)c3nc21,3.0,5.8,5.2,4.1,-14.8,14.8,-1.7,-0.4
COc1ccc(/C=C/C(=O)O)cc1S(=O)(=O)N1CCC(Cc2ccccc2)CC1,0.3,-12.5,4.4,7.4,8.2,0.4,-1.3,0.3
Cc1cc(C)n(NC(=S)NC2CCCC2)c(=O)c1C#N,-2.5,-17.5,-48.1,9.3,-1.1,0.0,-3.4,-1.8
O=C(CN1CCN(Cc2ccccc2)CC1)Nc1ccc(Br)cc1,0.2,11.6,3.4,2.5,-5.3,2.1,-9.2,1.6
O=S(=O)(c1ccc(NCCOc2ccccc2)nc1)N1CCCC1,0.2,12.6,-0.6,7.6,1.3,-5.6,-1.7,0.5
COc1ccc2nc(SCC(=O)N3CCN(c4ccc(F)cc4)CC3)c(C#N)cc2c1,2.3,16.6,0.0,0.9,-2.6,-0.9,-2.1,-1.4
COc1ccc(OC)c(NC(=O)CCN2C(=O)c3cccc([N+](=O)[O-])c3C2=O)c1,-0.7,-28.8,8.7,10.7,-0.8,-3.1,0.8,2.0
Cc1ccc2nc(NC(=O)CN3CCOCC3)sc2c1,-0.4,-3.4,-41.2,4.7,-2.3,-2.9,-3.5,0.7
COc1ccc(-c2cc(-c3ccccc3)nc(=O)[nH]2)cc1,0.0,0.2,4.0,0.5,1.8,-8.0,-2.8,-0.5
O=[N+]([O-])c1ccc(Oc2ncccn2)cc1,-1.3,-14.9,0.5,6.5,-1.4,-9.2,-8.9,-1.8
O=C(N/N=C/c1cccs1)c1ccc(NC(=O)c2ccccc2Cl)cc1,1.8,-7.3,-12.4,8.2,0.0,2.7,-1.3,18.2*

# (cont.)
SMILES,MPTP block,EBI2 antag,Gli-Sufu antag,CCR6 antag,A3A deaminase,CXCR6 inh,APOBEC3G inh,NR3A LBD binder
CN(c1ccc(C(=O)Nc2ccccc2C(F)(F)F)cc1)S(C)(=O)=O,-3.7,-6.0,-12.2,1.6,6.4,-23.1,-1.1,1.0
Cc1nc(N2CCCC2C(=O)O)c2oc3ccccc3c2n1 (centres undefined),1.6,-10.7,2.4,-26.8,0.8,9.1,-3.6,-0.6
Cc1ccc(-c2onc3ccc(C(=O)/C=C/N(C)C)cc23)cc1,-0.1,8.5,-11.8,-5.4,1.4,-0.5,-2.7,-2.3
Clc1ncnc2scc(-c3ccc(Br)cc3)c12,0.3,-3.3,-5.7,8.4,-0.4,7.5,-2.9,3.7
COc1ccc(S(=O)(=O)Nc2ccc(C)c(S(=O)(=O)N3CCOCC3)c2)cc1[N+](=O)[O-],0.5,3.5,-2.0,14.5,-0.8,4.1,-5.3,0.5
COc1cc(C2C(C(=O)c3ccc(C)o3)=C(O)C(=O)N2c2cc(C)on2)ccc1O (centres undefined),-1.2,-0.1,-10.7,0.3,-3.7,-6.8,-5.4,0.8
O=C(CN1CCN(c2ccccc2)CC1)Nc1scc2c1c(=O)oc1ccccc12,2.6,-3.4,5.6,-1.4,-0.8,6.6,-1.8,0.3
COc1ccccc1N(CC(=O)NCc1cccnc1)S(C)(=O)=O,0.1,-6.6,0.9,0.2,-3.9,-4.5,-8.7,-0.1
COc1ccc(C(CCN2CCOCC2)c2c(OC)cc(OC)c3c(-c4ccccc4)cc(=O)oc23)cc1 (centres undefined),-2.1,-2.8,44.3,31.5,1.5,29.6,1.2,3.4
CC(=O)N1CCN(S(=O)(=O)c2ccc(S(=O)(=O)NC3CCCCC3)cc2)CC1,-1.7,-1.7,-6.6,4.4,-0.2,-3.0,-2.5,-0.2

# Quoted from the listing.
# In A3A deaminase, COc1ccc(C(CCN2CCOCC2)c2c(OC)cc(OC)c3c(-c4ccccc4)cc(=O)oc23)cc1 (centres undefined) shows 1.5
# In APOBEC3G inh, Cc1nc(N2CCCC2C(=O)O)c2oc3ccccc3c2n1 (centres undefined) shows -3.6
# In MPTP block, O=C(CN1CCN(c2ccccc2)CC1)Nc1scc2c1c(=O)oc1ccccc12 shows 2.6

# The list goes on:
SMILES,MPTP block,EBI2 antag,Gli-Sufu antag,CCR6 antag,A3A deaminase,CXCR6 inh,APOBEC3G inh,NR3A LBD binder
CSc1ccccc1C(=O)C1CCCN(C(=O)c2ccc(N3CCOCC3)cc2)C1 (centres undefined),1.4,-7.9,4.2,3.8,0.1,-6.6,-8.7,-2.0
O=C(CSc1nncc2ccccc12)Nc1ccccc1,0.7,-9.8,13.2,17.1,-0.2,-2.4,-6.4,3.4
CCNc1nc(Oc2ccc(C(=O)OC)cc2)nc(N(C)C)n1,2.9,-8.4,-2.2,7.6,1.0,2.1,0.3,-0.8
CCOC(=O)N1CCN(CCC(=O)Nc2cc(C)ccc2C)CC1,-0.6,0.5,-21.9,-1.5,-6.0,-4.1,-10.4,-2.3
COc1ccc(-c2cc(C(F)(F)F)nc(S(=O)(=O)CCC(=O)N3CCOCC3)n2)cc1,0.3,6.2,-9.1,7.6,-2.5,3.8,-6.6,-0.9
Nc1nc(-c2ccco2)nn1C(=O)c1ccccc1,-1.6,-11.4,13.3,7.7,-7.2,-1.9,15.0,-2.1
CCOC(=O)CSC(=S)NC(=O)c1ccc(OC)cc1,-15.0,-18.7,-3.8,11.0,1.2,2.7,3.6,-1.3
CC(C)c1cccc(C(C)C)c1NC(=O)COC(=O)C1=COCCO1,-1.1,-5.1,-7.0,1.1,-1.4,1.0,-9.1,-1.1

# Two records picked at random from those above:
SMILES,MPTP block,EBI2 antag,Gli-Sufu antag,CCR6 antag,A3A deaminase,CXCR6 inh,APOBEC3G inh,NR3A LBD binder
Cc1ccccc1OCCN1CCC(Cc2ccccc2)CC1,15.6,1.4,8.4,1.1,-0.5,-0.2,-2.2,1.5
COc1ccc(C2CC(=O)Oc3ccc(OC)cc32)cc1 (centres undefined),-1.9,-8.3,3.8,14.5,3.0,7.2,1.1,6.0

# Compounds as they come. Share with any hit: about 5.8%.
